TRPV1 ag – HTS Assay for Compounds that Act as Agonists of the Vanilloid Receptor 1; activation, % at 8.33 µM; TRPV1-expressing cells, Fluo-8 calcium influx, agonist mode; hit rate 0.19% among 320,000; in the data active = activation above about 80%; inconclusive = between about 30% and that limit; also: 0% is about no effect
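TRPV1-expressing cells were cultured overnight at 35.5C and loaded with Fluo-8 calcium dye for 40 to 90 min at room temperature. After a 10 s baseline, compound was added and calcium influx was read kinetically for 3 min (ex 480/em 520 nm).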
PTAP TSG101 blk – qHTS Assay for Iinhibitors of HIV-1 Budding by Blocking the Interaction of PTAP/TSG101. Tumor susceptibility gene 101 protein (Homo sapiens), Q99816. AID 493005, 2010. Fluorescence polarization, FITC-PTAP peptide / Tsg101 binding. Potency, µM (top dose mostly 115 µM), inactives show at the highest dose activity change, negative = inhibition, hits mostly inhibitors. 340,000 tested, under 10 active; active = well fitted inhibition curve with a large enough effect in the main read-out, with a control signal flat, not every such curve was filed as active; inconclusive = small, poorly fitted or top-dose-only effect, or effect the other way, or a change in a side signal; inactive = no such curve, though single readings can be large or run the other way; also: potency is read from the fitted curve at half-maximal effect; % of control where 0% means no effect
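Fluorescence polarization binding of Tsg101 binding domain (10 uM final) to FITC-labeled PTAP peptide (50 nM final) in HEPES pH 7.5 buffer with NaCl, Tween 20, EDTA, TCEP. Compounds added before peptide; binding 20 min at RT.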
TCR act – Activators of T cell receptors: qHTS campaign. primary human leukocytes, anti-CD3, IL-2 HTRF, 48 h. Potency, µM (doses to about 9.22 µM), for inactives: top-dose activation of IL-2 secretion, most hits filed as activators. 330,000 tested, under 10 active; also: % of control where 0% means no effect
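Primary human leukocytes incubated 48 hr with anti-CD3 beads plus compound, without co-stimulation. Secreted IL-2 measured by HTRF (europium cryptate/d2 anti-IL-2 pair, 320 nm excitation, 665 nm emission).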
MLL CXXC-DNA inh – qHTS Fluorescence Polarization Assay for Inhibitors of MLL CXXC domain - DNA interaction. MLL-CXXC / FITC-HOXA9 DNA fluorescence polarization. AID 2662, 2010. Histone-lysine N-methyltransferase 2A (Homo sapiens), Q03164. hit rate 0.037% among 290,000. Potency, µM (titrated, usually from 115 µM), for the others: top-dose activity change, negative = inhibition, usual class: inhibitors; active = well fitted inhibition curve with a large enough effect in the polarisation, with a control signal flat, not every such curve was filed as active; inconclusive = small, poorly fitted or top-dose-only effect, or effect the other way, or a change in a side signal; inactive = no such curve, though single readings can be large or run the other way; the % refers to the polarisation; also: potency is read from the fitted curve at half-maximal effect
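Fluorescence polarization: 7 uM MLL-CXXC (stock) preincubated 5 min with compounds, then 50 nM fluorescein-HOX-A9 DNA (stock) added; 30 min ambient. Buffer 50 mM Tris-HCl pH 7.5, 50 mM NaCl, 1 mM DTT, 0.05% BSA.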
ELG1 DNA repair – qHTS screen for small molecules that inhibit ELG1-dependent DNA repair in human embryonic kidney (HEK293T) cells expressing luciferase-tagged ELG1 | hit rate 2.3% among 330,000 | HEK293T ELG1-luciferase reporter, luminescence, 16 h; DNA damage induced by 5-fluorouridine | Potency, µM (doses to about 46.1 µM), inactives show top-dose activity change, negative = inhibition, most hits filed as inhibitors; also: potency is read from the fitted curve at half-maximal effect; % is scaled to controls: 0 for no effect and ±100 for the full control effect; nearly all actives have a fitted effect of over 55% in size
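Cells (2,000 per well) received 5-fluorouridine plus test compound or DMSO and were incubated 16 hr at 37 °C, 5% CO2. Luciferase activity was read by luminescence 30 min after ONE-Glo addition; signal suppression marked inhibition of damage-induced ELG1 function.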
B2AR arrestin – qHTS assay of beta-arrestin-biased ligands of beta2-adrenergic receptor. hit rate 0.02% among 330,000. Potency, µM (series often up to 46.1 µM), inactives show at the highest dose activation, hits mostly activators. Beta-2 adrenergic receptor (Homo sapiens), P07550. beta-arrestin recruitment to beta2AR, cell-based reporter;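 also: potency is read from the fitted curve at half-maximal effect; 0% = DMSO controls and full agonism = EC100 isoproterenol or metaproterenol; nearly all actives have a fitted effect of over 65% in size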
a7 integrin act – qHTS for Activators of Integrin-Mediated Alleviation for Muscular Dystrophy | alpha7betagal myoblasts, beta-gal FDG fluorescence, 48 h | Potency, µM (doses to about 38.3 µM), without a hit: top-dose activation, hits mostly activators | hit rate 0.064% among 350,000;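 also: potency is read from the fitted curve at half-maximal effect; 100% = response of the positive control SU9516; nearly all actives have a fitted effect of over 60% in size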
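alpha7betagal+/- myoblasts (passage 13, 250/well) treated 48 h at 37C with compounds at 1:260 dilution of DMSO stock. Lysed, then beta-galactosidase activity read as FDG fluorescence (ex 480/em 540) after 30 min, with pre-read for autofluorescence.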
BRCA1 expr up – qHTS Assay to Identify Small Molecule Activators of BRCA1 Expression; AID 624202, 2012; Potency, µM (highest dose often 46.1 µM), without a hit: at the highest dose activation, actives largely listed as activators; hit rate 1.1% among 380,000; MCF7-BRCA1-FFLuc reporter, luminescence, 48 h; response scale: scaled: vehicle 0%, 10 µM genistein 100%; also: potency is read from the fitted curve at half-maximal effect; nearly all actives have a fitted effect of over 80% in size; some results filed as inactive show a strong effect at the top dose
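MCF7-BRCA1-FFLuc cells, 2000/well in phenol-red-free MEM, attached 2 h then treated 48 h at 37 C. Luciferase luminescence read 15 min after reagent; normalized to genistein maximum activation (10microM) and DMSO, concentration-response fitted.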
p53 reactivator – qHTS assay for re-activators of p53 using a Luc reporter | H1299 p53-A138V BP100-luciferase reporter, luminescence, 24 h | hit rate 0.063% among 320,000 | Potency, µM (top dose mostly 92.2 µM), for the others: at the top dose activity change, positive = activation, usual class: activators; also: potency is read from the fitted curve at half-maximal effect; % of control where 0% means no effect; nearly all actives have a fitted effect of over 45% in size
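H1299 (p53-null), stable ts p53-A138V + BP100-Luc; 1000 cells/well, Opti-MEM/10% FBS; cpd 4 pt, 1:5; 24 h, 37 deg C, 5% CO2; detection reagent 10 min RT; luminescence.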
AT treatment – qHTS Assay for Identifying a Potential Treatment of Ataxia-Telangiectasia; […] A-T fibroblasts, KAP-1 phosphorylation AlphaLISA; neocarzinostatin DNA damage 30 min before lysis; Potency, µM (series often up to 57.5 µM), for inactives: top-dose activation, most hits filed as activators; hit rate 0.19% among 320,000; AID 485349, 2010; also: potency is read from the fitted curve at half-maximal effect; % of control where 0% means no effect; nearly all actives have a fitted effect of over 45% in size
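ATM-like activity read as KAP-1 phosphorylation via AlphaLISA donor/acceptor antibody pairs after lysis and 6 hr at 25C. Cells were ATM-null patient fibroblasts ([…], hTERT), dosed 60 min, then exposed to the DSB inducer NCS for 30 min.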
The depositor's hits bear a star; ? = inconclusive; · = no result given; [ ] = dose if it differs, or a comment. Unless noted, calls follow the shape of the dose curve; as a rule, active = well fitted curve in the direction sought with a large enough effect; inconclusive = small, poorly fitted or top-dose-only effect, or another doubt; inactive = no such curve, though single readings can be large; an effect the other way counts as inactive or inconclusive. Random draw from the library; 3.8% or so of the library scored in one or more.

SMILES	TRPV1 ag	PTAP TSG101 blk	TCR act	MLL CXXC-DNA inh	ELG1 DNA repair	B2AR arrestin	a7 integrin act	BRCA1 expr up	p53 reactivator	AT treatment
O=C(NCc1ccccc1)Nc1cccn(Cc2cccc(F)c2)c1=O	?	0.5%	1.1%[46.1 µM]	3.8%	5.3%	-0.5%	-2.2%	0.0%	?	1.5%
COc1ccc(NC(=O)C2CC(=O)N(C(C)C)C2)cc1 (configuration not stated)	-0.9	-5.4%	0.6%	1.4%	11.4%	0.4%	2.4%	15.5%	6.6%	1.2%
COc1ccc2[nH]c(=O)c(CN(CCO)S(=O)(=O)c3c(C)ccc4nsnc34)cc2c1	-0.8	-0.7%	-60.5%	-0.5%	-1.6%	-0.2%	15.5%	5.8%	0.8%	2.5%
O=c1c2ccccc2nc(-c2ccccc2)n1CCN1CCOCC1	-2.5	0.9%	-13.6%	0.7%	-16.9%	0.0%	12.4%	5.8%	2.5%	16.1%
Cc1ccc(C23CC4CC(CC(C(=O)N(C)C)(C4)C2)C3)cc1	21.5	-0.8%	-2.5%	3.1%	0.0%	0.7%	?	-3.1%	-4.9%	8.6%
COc1ccc2c(c1)CCc1c(C(=O)N3CCCc4ccccc43)noc1-2	4.6	-5.3%	-4.4%	3.3%	-0.2%	0.3%	10.5%[7.66 µM]	12.1%	10.3%	-2.8%
CCCN(C(=O)c1ccc(S(=O)(=O)N2CCCC2)cc1)C1CCS(=O)(=O)C1 (configuration not stated)	-1.5	-1.5%	-7.1%	·	-4.0%	0.1%	5.01µM*	-3.8%	2.2%	1.2%
CCN1C(=O)/C(=C/c2nc3ccccc3c(=O)n2-c2ccccc2)c2ccccc21	3.9	-4.5%	2.1%	16.5%	?	0.1%	-18.5%	-79.6%	-11.9%	-3.5%
O=C(Nc1nc(-c2ccc(F)cc2)cs1)c1cccnc1	2.5	-0.1%	-0.9%	1.7%	-2.5%	0.0%	-5.4%	26.9%	-2.7%	1.7%
CCOc1ccc(C2C(C(=O)Nc3cc(C)on3)c3ccccc3C(=O)N2CCN2CCOCC2)cc1 (configuration not stated)	3.2	-4.9%	-3.5%	4.6%	7.4%	-0.5%	0.0%	-22.6%	2.7%	-2.6%
C=CCn1c(SCC(=O)NCC2CCCO2)nc2scc(-c3ccc(OC)cc3)c2c1=O (configuration not stated)	21.9	·	-2.9%	-8.0%	-4.7%	0.1%	24.5%	-30.4%	-7.1%	2.5%
Cc1ccc(Cn2c(CN3CCOCC3)nc3c2c(=O)n(C)c(=O)n3C)cc1	-3.4	1.6%	0.9%[46.1 µM]	-6.6%	-13.3%	-0.2%	9.7%	7.2%	-2.5%	8.1%
CC(NC(=O)CCNC(=O)c1ccccc1Cl)C1CC2CCC1C2 (configuration not stated)	-0.1	-7.0%	2.7%[46.1 µM]	10.9%	-1.4%	-1.4%	4.1%	3.4%	-6.3%	3.0%
COCCNC(=O)CC(NS(=O)(=O)c1ccc(NC(C)=O)cc1)C(C)C (configuration not stated)	·	0.5%	-1.4%	1.1%	-0.5%	-0.5%	-9.2%	-5.3%	3.6%	-6.1%
CCn1ccnc1CN(C)C(=O)CC1C(=O)NCCN1Cc1c(F)cccc1Cl (configuration not stated)	-0.4	-8.3%	-3.3%	6.4%	9.8%	-0.8%	12.5%	-3.4%	0.9%	-0.2%
O=C(CSC(=S)N1CCCCC1)c1ccccc1	25.5	-6.8%	-4.2%	1.2%	?	0.3%	-11.9%	-1.5%	-3.4%	1.6%
CCOC(=O)c1c(NC(=S)Nc2ccccc2C)sc2c1CCC2	11.7	-2.2%	4.2%[46.1 µM]	7.2%	-0.3%	0.1%	-14.1%	2.6%	-5.6%	0.3%
O=C(OC1CCCCC1)c1ccc2c(c1)C1C=CCC1C(C(=O)O)N2 (configuration not stated)	-1.9	·	·	·	?	-0.2%	·	·	15.2%	-10.1%
CCOCc1cc(CN2CCC(n3nccc3NC(=O)C3CC3)CC2)ccc1OC	-0.5	-6.4%	-0.8%	?	-0.8%	-0.1%	-6.3%	-5.4%	·	1.9%
O=c1[nH]cnc2scc(-c3cccs3)c12	-1.2	0.1%	4.1%[46.1 µM]	-0.4%	-11.5%	-0.3%	-10.7%	8.5%	0.3%	·
Cc1ccc(-c2csc3ncn(C(C)C(=O)O)c(=O)c23)cc1 (configuration not stated)	1.6	0.1%	13.3%	-0.6%	1.4%	-0.6%	20.6%	1.2%	-13.6%	-3.0%
CCOC(=O)C1(CCc2ccccc2)CCN(C(=O)c2cnc(C)cn2)CC1	8.1	-8.7%	3.9%	-4.8%	?	-0.7%	13.9%	0.0%	2.2%	9.6%[11.5 µM]
Cc1ccc(C(=O)Nc2cccnc2)cc1S(=O)(=O)N1CCCCCC1	?	·	-0.6%	-15.3%	-6.8%	0.4%	2.8%	11.8%	-13.0%	46.9%
Cc1nn(-c2cc(C(F)(F)F)ccc2Cl)c2nc(C(Cl)(Cl)Cl)[nH]c(=O)c12	-2.9	-0.5%	-2.3%	-18.2%	20.6µM*	-0.2%	-16.9%	-53.2%	2.9%	27.0%
CCCc1cc(=O)oc2cc(C)cc(OCc3nn[nH]n3)c12	-0.1	5.8%	-1.7%	-0.2%	-3.9%	0.1%	-2.2%	-22.8%	0.6%	0.1%
CN(c1ccccc1)S(=O)(=O)c1cc(C(=O)NCCCn2ccnc2)ccc1Cl	10.6	1.9%	·	·	-1.0%	-0.3%	-15.7%	-20.7%	-3.1%	-0.7%
CC12CCC(=O)N1C(C(=O)OCC(=O)Nc1ccc(C(F)(F)F)cc1)CS2 (configuration not stated)	9.2	-0.6%	-6.7%	·	21.4%	-1.6%	-22.0%	-38.9%	13.7%	-5.6%
Cc1cc(Cl)c2oc(C(=O)NCCC3CCCCO3)c(C)c2c1 (configuration not stated)	?	0.2%	-1.7%	9.7%	?	0.0%	20.4%	5.7%	?	18.0%
C(=Cc1cccnc1)c1ccncc1	·	-7.9%	1.0%	·	·	·	0.5%	4.9%	·	·
CCOC(=O)N1CCN(C(=O)C2CCN(c3nnc(-n4cccc4)s3)CC2)CC1	-0.8	-7.3%	-5.7%	·	2.9%	-0.6%	-7.7%	-0.6%	·	-4.0%
CCc1cccc(NC(=O)Cn2ncn3c(cc4ccccc43)c2=O)c1	?	4.5%	·	-1.5%	0.3%	-0.1%	-19.7%	-1.3%	-28.6%	10.2%
c1ccc2c(NCC3CCCO3)nc(-c3ccncc3)nc2c1 (configuration not stated)	21.6	-10.1%	0.5%	-3.8%	18.4µM*	0.4%	-17.2%	-14.2%	1.5%	3.9%
CCC(C)(C)n1nnnc1C(c1cc2cc3c(cc2[nH]c1=O)OCO3)N1CCCCC1 (configuration not stated)	24.7	-0.9%	-1.3%	5.9%	13.2%	-1.0%	-2.9%	-28.7%	-0.8%	-5.1%
CN(CC1COc2ccccc2O1)C(=O)c1cc(COc2c(F)cccc2F)on1 (configuration not stated)	15.5	0.2%	2.2%	-0.3%	-2.8%	-0.5%	0.0%	-17.5%	-6.9%	5.7%
CCN(CC)C(=O)CN1CCC(n2c(C)nc3cc(C(F)(F)F)ccc32)CC1	-1.9	?	-21.1%	-0.2%	-6.2%	0.1%	-9.5%	0.0%	-3.7%	14.5%
COc1ccc2c(c1)CC/C(=C\c1ccc(OC)c(Cn3nc(C)cc3C)c1)C2=O	3.5	-6.2%	·	-1.9%	?	0.1%	-48.9%[inhibitor]	-90.8%[inhibitor]	0.2%	·
COc1cc(NC(=O)C2CCN(S(=O)(=O)c3ccc(Cl)cc3)CC2)ccc1-n1cnnn1	5.2	-7.6%	5.2%	-4.1%	-0.4%	-1.1%	7.8%	-33.6%	9.8%	2.1%
COc1ccc(CNCc2ccncc2)c(OC)c1	5.0	0.3%	-0.8%	-4.3%	-2.0%	0.5%	8.5%	-18.4%	-7.1%	-1.4%

Assay outcomes: PubChem, National Center for Advancing Translational Sciences (NCATS)
